KCNH2 3.1 block – blocks the human KCNH2 3.1 channel isoform; activity change, % (tested at about 1.8 µM); U2OS KCNH2 3.1, thallium flux FluxOr; active compounds read low; hit rate 0.95% among 340,000; AID 720553;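 active means maximum activity change below -70%; inconclusive means maximum activity change from -70% to -50%; inactive means maximum activity change above -50%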;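 further: thallium influx rate constant from kinetic fluorescence after stimulation buffer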
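Thallium flux via FluxOr fluorescence (Red40 quencher, 45 min loading) in U2OS cells virally expressing the KCNH2 3.1 isoform (1.77 x 10^8 /mL virus, overnight at 37 C). Rate constants from 2-min kinetic reads post-stimulation, normalised to positive and negative controls.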
* hit, by the source's call; ? = inconclusive. On the % scale 0 is the no-effect control and ±100 the full control effect.

SMILES | KCNH2 3.1 block
COc1ccc(CN2C(=O)C(CC(=O)NC3CCCCC3)CC(C(=O)N(C(C)C)C(C)C)=C2C)cc1 (configuration not stated) | -10
ClC1CCCCC1n1nnc2ccccc21 (configuration not stated) | 9
COc1ccc([C@H]2C[C@H](n3cc(-c4ccc(F)cc4)nn3)[C@@H](O)CN2CC2CCCCC2)cc1 | -41
N#Cc1ccc(NN=Nc2ccccc2C#N)cc1 | 7
CC(C)CCNC(=O)C(c1cccnc1)N(Cc1ccccc1)C(=O)Cn1nnc2ccccc21 (configuration not stated) | 2
COc1ccc(-c2ccc3c(c2)C2CC3CCN2S(=O)(=O)c2ccccc2C)cc1 (configuration not stated) | -10
Cc1nn(-c2ccncc2)c2c1C(=O)CC(C)(C)C2Br (configuration not stated) | 7
O=[N+]([O-])c1cccc(COc2ccccc2CN2CCOCC2)c1 | 6
NC(=O)c1ccccc1NC(=O)C(c1ccccc1)c1ccccc1 | 9
CN(CC(=O)NCC(=O)Nc1ccc(F)cc1)CC(=O)Nc1ccc(Cl)c(C(F)(F)F)c1 | 2
CCOC(=O)c1cnc2nc(SCc3ccccc3Cl)[nH]n2c1=O | -14
COc1ccc(CN(C)C(=O)CNC(=O)c2sc3ccccc3c2Cl)c(OC)c1OC | 11
O=C(c1cc(COc2cccc(C(F)(F)F)c2)on1)N1CCc2ccccc2C1 | 1
CCN(CC)C(=S)SCC(=O)Nc1cccc(C(F)(F)F)c1 | 4
COC(=O)C1(CC2CC(c3ccccc3)=NO2)CCN(C(=O)OC(C)(C)C)CC1 (configuration not stated) | -4
CCn1nnnc1-c1ccc(OC)c(S(=O)(=O)Nc2ccccc2OC)c1 | -2
COc1ccc(NC(=O)c2sc3nc(C)cc(C)c3c2N)c(OC)c1 | 12
CCOC(=O)C1CCN(C(=O)COC(=O)CN(C)S(=O)(=O)c2ccc(NC(C)=O)cc2)CC1 | 0
COC(=O)c1cccc(NC(=O)c2cccc(-n3cnnn3)c2)c1 | 5
O=C(c1ccccc1)N1CCOC(O)(c2ccccc2)C1c1ccccc1 (configuration not stated) | -10
Cc1cnc(CN(C)C(=O)C2CCC(=O)N(CCc3ccc(Cl)cc3)C2)[nH]1 (configuration not stated) | -15
O=C(c1ccc(Cl)cc1)N1CCC2CC1c1cc(-c3ccccc3)ccc12 (configuration not stated) | 1
CCc1c(O)nc(SCC(=O)Nc2ccccc2)n(-c2ccccc2C)c1=O | -4
Cc1cccc(Nc2nc(N)nc(CN3CCN(c4ccccc4F)CC3)n2)c1 | -80*
Cc1c(C=C(C#N)c2ccc([N+](=O)[O-])cc2)c(=O)n(-c2ccccc2)n1C | -15

By substructure, the compounds so far with an aryl methoxy group (six)
SMILES | KCNH2 3.1 block
COc1ccc(CN2C(=O)C(CC(=O)NC3CCCCC3)CC(C(=O)N(C(C)C)C(C)C)=C2C)cc1 (configuration not stated) | -10
COc1ccc([C@H]2C[C@H](n3cc(-c4ccc(F)cc4)nn3)[C@@H](O)CN2CC2CCCCC2)cc1 | -41
COc1ccc(-c2ccc3c(c2)C2CC3CCN2S(=O)(=O)c2ccccc2C)cc1 (configuration not stated) | -10
COc1ccc(CN(C)C(=O)CNC(=O)c2sc3ccccc3c2Cl)c(OC)c1OC | 11
CCn1nnnc1-c1ccc(OC)c(S(=O)(=O)Nc2ccccc2OC)c1 | -2
COc1ccc(NC(=O)c2sc3nc(C)cc(C)c3c2N)c(OC)c1 | 12

(continued)
SMILES | KCNH2 3.1 block
COc1ccc(NC(=O)c2ccc(NC(=O)CN3CCN(c4ccccc4O)CC3)cc2)cc1 | 4
CN(C(=O)c1cccc(NC(=O)Cc2ccc(NC(=O)C3CCCN(C(=O)c4ccccc4)C3)cc2)c1)C1CCCC1 (configuration not stated) | -49
O=C1CC(c2ccc(F)cc2)CC(O)=C1C=NCCN1CCNCC1 (configuration not stated) | -28
CN1OC[C@@H]2CN(Cc3cc(Cl)cc(Cl)c3)[C@H](c3cccc(Br)c3)C[C@@H]21 | 1
Cc1ccc(C(=O)Nn2cnnc2)cc1[N+](=O)[O-] | 12
COc1ccccc1CNS(=O)(=O)CCNC1CC1 | 2
O=C(NCc1cccs1)c1ccc(Cl)c(S(=O)(=O)N2CCOCC2)c1 | -3
C[C@H](O)[C@@H]1C(=O)N2CCc3c([nH]c4ccccc34)[C@@H]2C[C@@H]1N(C)S(=O)(=O)c1ccccc1 | 0
COc1ccc2c(c1)O[C@H]1c3ccc(O)cc3OC[C@@H]21 | -3
O=C(NCCCNC(=O)c1ccccc1)c1ccccc1 | -2
COc1ccc(-c2cc(C(=O)N(C)CC(=O)Nc3cccc(F)c3)c3ccccc3n2)cc1OC | 9
Cc1nnc(SCCN2C(=O)c3ccccc3C2=O)nc1C | -44
C1=C\CCC2(OCCO2)C2(CC/1)OCCO2 | 3
CNC[C@H]1OCCCC[C@H](C)Oc2ccc(NC(=O)CCCN(C)C)cc2C(=O)N([C@H](C)CO)C[C@@H]1C | 31
COc1ccccc1C(=O)NC1CC2CCCC(C1)N2Cc1ccccc1 (configuration not stated) | 0
O=C(NN1CCOCC1)c1ccc(Br)cc1 | 0
Cc1nnc(SCC(=O)Nc2cc(S(=O)(=O)N3CCOCC3)ccc2N2CCCC2)s1 | 15
O=C(Nc1ccn(CCCNCCCN2CCCC2=O)c(=O)n1)OCc1ccccc1 | -12
COC(=O)C1=C(C)NC(C)=C(C(=O)OC)C1C(=O)OCC(=O)NC1CCCCC1C (configuration not stated) | 10
CCOC(=O)C[C@H]1c2ccc(C(F)(F)F)cc2S(=O)(=O)N1C(C)C | 3
Cc1noc(C)c1NC(=O)Nc1ccc2c(c1)C(=O)N([C@H](C)CO)C[C@H](C)[C@H](CN(C)C(=O)NC1CCCCC1)OCCCC[C@@H](C)O2 | 1
C[C@H]1CCCCO[C@@H](CN(C)S(=O)(=O)c2ccc(F)cc2)[C@@H](C)CN([C@@H](C)CO)C(=O)c2cc(NC(=O)Nc3ccc4c(c3)OCO4)ccc2O1 | 5
Cn1c(=O)c2c(nc(SCCN3CCOCC3)n2Cc2ccc(Cl)cc2)n(C)c1=O | 12
COC(=O)C[C@@H]1C[C@H]2c3cc(NS(=O)(=O)c4ccccc4)ccc3O[C@H]2[C@@H](CO)O1 | 29
O=C1NC(Cc2ccc(O)cc2)c2nc3ccc(F)cc3c(=O)n2-c2cc(Cl)ccc21 (configuration not stated) | -11

Next section, overlapping the part above by 3 compounds.
SMILES | KCNH2 3.1 block
Cn1c(=O)c2c(nc(SCCN3CCOCC3)n2Cc2ccc(Cl)cc2)n(C)c1=O | 12
COC(=O)C[C@@H]1C[C@H]2c3cc(NS(=O)(=O)c4ccccc4)ccc3O[C@H]2[C@@H](CO)O1 | 29
O=C1NC(Cc2ccc(O)cc2)c2nc3ccc(F)cc3c(=O)n2-c2cc(Cl)ccc21 (configuration not stated) | -11
O=C(CN1CCN(C(C(=O)Nc2cc(C(F)(F)F)ccc2Cl)c2ccccc2)CC1)NC1CC1 (configuration not stated) | ?
Cc1cc(OCCCC(=O)Nc2cc(S(=O)(=O)N3CCOCC3)ccc2N2CCOCC2)ccc1Cl | -18
CC(=O)c1c(O)cc(=O)oc1-c1ccc(C)cc1 | -10
O=c1ccn2c(n1)SC(c1ccccc1)C2 (configuration not stated) | 8
CN1CCN(C(=O)C2=C[C@H](C3CC3)C[C@H](OCc3ccc(CO)cc3)O2)CC1 | 31
C[C@@H]1CN([C@H](C)CO)C(=O)CCCn2nncc2CO[C@@H]1CN(C)S(=O)(=O)c1ccccc1F | 9
Nc1ncnc2nn(C3OC(CO)C(O)C3O)nc12 (configuration not stated) | -17
COc1ccccc1NC(=O)CN1CCN(CC(=O)Nc2ccccc2F)CC1 | -18
COc1cccc(NC(=O)c2cnc(NS(=O)(=O)c3ccccc3)nc2)c1 | 8
NC(=O)c1ccsc1NC(=O)COC(=O)Cc1ccc(F)cc1 | 4
COc1ccc(COC(=O)CCc2cc(OC)c(OC)c(OC)c2)cc1F | 21
Cc1c(CC(=O)N2CCC(O)CC2)c(=O)oc2cc3c(cc12)CCC1(CCCCC1)O3 | -24
O=C(COc1ccc(F)cc1)Nc1nc(-c2cccnc2)cs1 | -4
C=C1C(=O)N(C)CCC1C(CC)C(=O)OC (configuration not stated) | -16
CCOC(=O)c1ccccc1NC(=O)c1ccc(Cl)c(S(=O)(=O)N2CCOCC2)c1 | -24
O=C(C=Cc1ccco1)c1cc(Cl)ccc1O | -9
O=C(N/N=C/c1c(O)ccc2ccccc12)C(=O)N1CCCC1 | -3
CCS(=O)(=O)c1nc(S(=O)(=O)c2ccc(C)cc2)c(N2CCCCCC2)s1 | 1
COc1ccc(-c2cc(C(=O)N3CCCCCC3)c3ccccc3n2)cc1OC | 0
CN(C)Cc1c(OC(=O)c2ccc(N)cc2)ccc2ccccc12 | 6
CC[C@]1(C(=O)OC)[C@H]2C(=O)N(C)C(=O)[C@H]2[C@H]2CN=C(SC)N21 | -7
CC(C)c1ccc(S(=O)(=O)N2CCN(C(=O)CCc3nc4ccccc4c(=O)[nH]3)CC2)cc1 | -8
COc1ccc(C2CC(c3cccs3)=NN2S(=O)(=O)c2ccc(C)cc2)cc1 (configuration not stated) | 1
COc1ccc(C=NNc2nc3ccccc3s2)cc1 | -16
O=C(O)C1OC(C(=O)O)C(C(=O)O)C1C(=O)O (configuration not stated) | 8

Reprinted from the results shown, three compounds:
SMILES | KCNH2 3.1 block
CC(C)c1ccc(S(=O)(=O)N2CCN(C(=O)CCc3nc4ccccc4c(=O)[nH]3)CC2)cc1 | -8
COc1ccc(C2CC(c3cccs3)=NN2S(=O)(=O)c2ccc(C)cc2)cc1 (configuration not stated) | 1
COc1ccc(C=NNc2nc3ccccc3s2)cc1 | -16

The listing continues:
SMILES | KCNH2 3.1 block
COC1OC2COC(c3ccccc3)OC2C(=O)C1NC(=O)c1ccccc1 (configuration not stated) | 2
COc1c[nH]n(-c2ccccc2)c(=O)c1=O | -20
Cc1cc([N+](=O)[O-])ccc1NCc1cccc2ccccc12 | 5
C[C@@H]1CN([C@@H](C)CO)C(=O)CCCn2nncc2CO[C@@H]1CN(C)C(=O)Cc1ccccc1 | 18
CCOC(=O)Nc1ccc2c(c1)N(C(=O)CCN1CCN(CCO)CC1)c1ccccc1S2 | -5
CC(C)(C)OC(=O)N1CCc2onc(-c3ccc(Cl)cc3)c2C1=O | -14
C=CCn1c(COc2cccc(C)c2)nnc1SCC(=O)c1c(N)n(C)c(=O)n(C)c1=O | 0
O=S(=O)(c1ccccc1)N1CCN(Cc2nnc(-c3ccccc3)o2)CC1 | -1
Cc1cc(NS(=O)(=O)c2ccccc2)ccc1NS(=O)(=O)c1ccccc1 | 21
COc1ccc(N2CCN(C(=O)CCCCCn3c(=S)[nH]c4ccc(N5CCOCC5)cc4c3=O)CC2)cc1 | ?
C#CCN(C[C@@H]1[C@@H](OC(=O)NCc2ccccc2F)[C@@H](OC(=O)NCc2ccccc2F)CN(C(=O)OC(C)C)N1C(=O)OC(C)C)S(=O)(=O)c1ccc(C)cc1 | 9
CCOC(=O)C1(c2ccccc2)SC(C(=O)OCC)(c2ccccc2)S1 (configuration not stated) | -12
C/C(=N/NS(=O)(=O)c1ccc(Cl)cc1)c1ccc2c(c1)OCO2 | -10
Cc1ccccc1C(=O)NNC(=O)CCCCC(=O)NNC(=O)c1ccccc1C | 2
Cc1cc(C)n2cc(CSc3nnc(-c4ccccc4)c(-c4ccccc4)n3)nc2n1 | 0
O=C(Nc1cccc(C(=O)N2CCCCC2)c1)c1ccccc1 | -6
COc1ccc(OC)c(C=NN=Cc2cc(OC)ccc2OC)c1 | -9
O=C(c1cc2ccccc2oc1=O)N1CCCN(C(=O)c2cc3ccccc3oc2=O)CC1 | 0
CN(Cc1ccccc1)C(=O)c1ccc(NC(=O)Cc2ccc(NC(=O)C3CCCN(S(=O)(=O)c4cccc([N+](=O)[O-])c4)C3)cc2)cc1 (configuration not stated) | 5
COc1ccc(C(CNC(=O)C(C)(C)Oc2ccc(Cl)cc2)N2CCOCC2)cc1 (configuration not stated) | 15
O=C(NCc1ccc(F)cc1)C1CCCN1S(=O)(=O)c1ccc(F)cc1 (configuration not stated) | -1
Cn1c(=O)c2c(ncn2CC(=O)OCC(=O)Nc2cccc(C#N)c2)n(C)c1=O | 3
N#Cc1ccc(NC(=S)NC(=O)C2CC2)cc1 | -6
CC1(C)C=Cc2cc(-c3coc4cc(O)cc(O)c4c3=O)cc(O)c2O1 | -5
CC(C)C1C(=O)N(Cc2cn(Cc3ccco3)nn2)CCS(=O)(=O)N1Cc1ccc(-c2ccc(F)cc2)cc1 (configuration not stated) | -32
(list continues)
SMILES | KCNH2 3.1 block
CCOC(=O)CC1C(=O)NCCN1C(=S)NC(=O)c1ccc(C)c(Br)c1 (configuration not stated) | 3
O=C1c2cccc3cccc(c23)C(=O)N1CC1CCN(S(=O)(=O)c2ccccc2)CC1 | 8
COc1cc(OC)c(C(=O)OCC(=O)N2CCN(S(=O)(=O)c3ccc(C)cc3C)CC2)cc1OC | -12
C[C@@H]1CN([C@H](C)CO)C(=O)CCCn2nncc2CO[C@H]1CN(C)C(=O)c1cc(-c2ccccc2)on1 | -97*
CCN(C(=O)COC(=O)c1ccccc1Oc1ccccc1)c1c(N)n(Cc2ccccc2)c(=O)[nH]c1=O | -4
COc1ccc(C=NCCc2ccc(OC)c(OC)c2)cc1OC | 0
O=C1C(c2ccccc2)c2ccccc2N1Cc1ccccc1 (configuration not stated) | -6
COc1ccc(CCN2CC(C(=O)N(C)CC(=O)Nc3ccc(F)c(F)c3F)CC2=O)cc1OC (configuration not stated) | -30
CCOC(=O)C1=C(C)OC(=Cc2ccccc2)C1=O | -18
CN(Cc1ccccc1)C(=O)c1cccc(NC(=O)Cc2ccc(NC(=O)C3CCN(C(=O)C4CC4)CC3)cc2)c1 | -17
S=c1nc[nH]c2c1ncn2-c1ccc(Cl)cc1 | -5
Cc1ccc(NC(=O)c2ncn(CCCNCC3CCCCC3)n2)cc1C | -17
NC(=O)NN=C1CCn2cccc21 | -23
Cc1nc2ccccn2c(=O)c1NC(=O)c1ccco1 | 3

These rows are one share of the data; the hit share may differ from the screen's.
